CCR6 antagonist = CCR6 (human) receptor antagonism; AID 493098; P51684; inhibition, % at 20 µM; CHO-K1 CCR6 PathHunter beta-arrestin, luminescence, CCL20-stimulated; 0.49% of 340,000 active;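 active = compounds whose inhibition of the agonist-driven luminescence signal at 20 µM reaches about 50%, limit read from the data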;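 note: cells stimulated with CCL20 at 14 nM final; plate controls were DMSO with CCL20 for no effect and DMSO without agonist for full effect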
Target sequence (P51684 whole entry, looked up): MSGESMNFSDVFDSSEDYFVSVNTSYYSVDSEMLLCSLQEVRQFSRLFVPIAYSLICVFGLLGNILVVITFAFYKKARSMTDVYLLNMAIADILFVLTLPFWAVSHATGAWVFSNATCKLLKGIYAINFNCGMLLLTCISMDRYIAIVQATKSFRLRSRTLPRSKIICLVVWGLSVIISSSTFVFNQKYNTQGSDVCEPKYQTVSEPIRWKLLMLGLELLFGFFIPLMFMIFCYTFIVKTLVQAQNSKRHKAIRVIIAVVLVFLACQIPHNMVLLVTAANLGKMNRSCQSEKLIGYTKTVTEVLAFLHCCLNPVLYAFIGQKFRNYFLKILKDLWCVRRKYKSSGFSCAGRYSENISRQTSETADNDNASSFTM
A3A deaminase = human APOBEC3A DNA deaminase inhibition; recombinant A3A, FAM/TAMRA ssDNA deamination fluorescence; inhibition, % at 20 µM; 0.41% of 330,000 active; P31941; AID 493011;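 active = at least 40% inhibition at 20 µM here, with at most 30% in a related deaminase screen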;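 note: plate controls were A3A with DMSO for no effect and wells lacking A3A enzyme for full effect; some results filed as inactive read as strong as hits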
Target sequence (P31941 whole entry, looked up): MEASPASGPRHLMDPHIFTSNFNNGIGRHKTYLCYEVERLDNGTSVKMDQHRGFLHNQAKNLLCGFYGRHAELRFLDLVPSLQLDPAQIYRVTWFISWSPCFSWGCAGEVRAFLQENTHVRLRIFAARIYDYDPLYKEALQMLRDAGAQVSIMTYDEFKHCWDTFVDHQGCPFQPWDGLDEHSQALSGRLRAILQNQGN
CXCR6 block = blocks human CXCR6 beta-arrestin recruitment. O00574. CHO-K1 PathHunter CXCR6 beta-arrestin, luminescence. inhibition, % at 20 µM. 0.36% of 360,000 active; in the data active = inhibition above about 34%, passing the limit was not always enough;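 note: antagonist mode with CXCL16 agonist at 10 nM final; 0% = 10 nM CXCL16 with DMSO and 100% = unstimulated wells without agonist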
A3G deaminase = APOBEC3G (human) deaminase inhibition. Q9HC16. recombinant A3G, ssDNA deamination FAM/TAMRA fluorescence. inhibition, % at 20 µM. 0.28% of 330,000 active. AID 493012;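 active = inhibition of at least 40% at 20 µM, with no more than 30% in the related APOBEC3A deaminase screen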;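 note: plate controls were DMSO wells with A3G for no effect and wells lacking A3G enzyme for full effect; some compounds called inactive have numbers as strong as hits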
NR3A LBD binder = modulators (binders) of human NR3A ligand-binding domain; Tm shift relative to glycine control, % at 25 µM; 2.5% of 340,000 active; NR3A LBD differential scanning fluorimetry, Tm shift; 0% = protein alone, 100% = glycine-bound protein; AID 1259313;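 active = melting temperature shift of at least 10% of the positive control shift, at one fixed dose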
MPTP inh = blocks calcium-induced mitochondrial swelling; isolated mouse mitochondria, Ca2+ swelling absorbance, 30 min; inhibition, % at 10 µM; 1.4% of 360,000 active; AID 602449;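 active = inhibition of 50% or more, scaled per plate between neutral and stimulator controls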;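 note: 0% = DMSO wells given calcium and 100% = 1 mM EGTA wells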
EBI2 block = antagonists of human EBI2 receptor; EBI2 beta-arrestin recruitment, luminescence, 7a,25-OHC stimulated; 0.81% of 360,000 active; inhibition, % at 5 µM; AID 651636; in the data active = inhibition above about 38%;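 note: enzyme fragment complementation signal reports receptor beta-arrestin coupling in cells; 0% = agonist plus DMSO wells and 100% = wells without agonist; some results beyond the cut were filed as inactive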
Target sequence (P32249 whole entry, looked up, the tested form may be a part): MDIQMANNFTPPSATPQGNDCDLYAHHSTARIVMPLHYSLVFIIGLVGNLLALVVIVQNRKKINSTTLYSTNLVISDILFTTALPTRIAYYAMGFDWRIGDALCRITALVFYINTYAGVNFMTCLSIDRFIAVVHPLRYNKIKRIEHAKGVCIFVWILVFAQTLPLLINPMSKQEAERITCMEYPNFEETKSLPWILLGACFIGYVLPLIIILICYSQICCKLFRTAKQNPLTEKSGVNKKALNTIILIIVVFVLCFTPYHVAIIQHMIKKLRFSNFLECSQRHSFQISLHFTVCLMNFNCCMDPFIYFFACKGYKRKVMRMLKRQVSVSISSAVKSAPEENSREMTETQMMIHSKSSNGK
Gli-Sufu antag = antagonists of Gli-Sufu signaling | Sufu-KO-LIGHT fibroblasts, Gli luciferase reporter luminescence | inhibition, % at 5 µM | 0.74% of 340,000 active | AID 588413;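 active = inhibition above about 55%, limit read from the data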;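 note: 0% = DMSO-treated cells and 100% = wells with medium but no cells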
Starred values were filed as active, the others as inactive; / = not tested or not shown.

entry | compound | NR3A LBD binder | MPTP inh | EBI2 block | A3A deaminase | A3G deaminase | Gli-Sufu antag | CXCR6 block | CCR6 antagonist
1 | Cc1nn(-c2ccccc2)c(C)c1C(=O)OCC(O)=C(C#N)c1nc2ccccc2[nH]1 | -7 | 0.0 | -8 | / | / | -1 | -2 | 4
2 | FC(F)(F)c1ccncc1-c1nnnn1-c1ccc(Cl)cc1 | -2 | 1.3 | -11 | -2 | -4 | -4 | -2 | -8
3 | O=C(CN1CCOCC1)Nc1c(-c2ccccc2)c2cc(Br)ccc2[nH]c1=O | 1 | -1.2 | -3 | 4 | 3 | -1 | -5 | -8
4 | CCOC(=O)CCn1nc(-c2ccc(Cl)cc2)cc1N | 10* | -1.0 | 10 | 1 | 2 | 12 | 5 | 5
5 | CCOCCCNC(=O)Cn1cnc2c(cnn2-c2ccc(C)c(C)c2)c1=O | 2 | 0.0 | 1 | -3 | 1 | -11 | -6 | -8
6 | CCN1CCN(CC(=O)N2c3ccccc3Sc3ccccc32)CC1 | -2 | -0.8 | 3 | -2 | -9 | 2 | -2 | 9
7 | CC(=O)NS(=O)(=O)c1ccc(NC(=O)c2cccc(S(=O)(=O)N3CCc4ccccc43)c2)cc1 | -5 | -2.0 | -2 | 4 | -5 | -1 | -3 | 3
8 | COc1cc(C(=O)c2nccc3cc(OC)c(OC)cc23)c([N+](=O)[O-])cc1OC | 6 | -1.6 | -23 | -2 | -2 | -5 | -2 | -4
9 | COC(=O)CNC(=O)CNC(=O)Nc1ccccc1Cl | 3 | -1.2 | -3 | -4 | -7 | 0 | 24 | -3
10 | CC(C)COc1ccc(CNC(=S)N/N=C/c2ccc([N+](=O)[O-])cc2)cc1 | 2 | -1.5 | 1 | 4 | -5 | -1 | -3 | 11
11 | COc1ccc(Cc2nnc(SCC(=O)c3ccc4c(c3)OCO4)o2)cc1 | 0 | -0.5 | -10 | -3 | -8 | -9 | 3 | 6
12 | CCN(CC)CCN1C(=O)C(=O)/C(=C(/O)c2ccc(F)cc2)C1c1cccnc1 (centres undefined) | -1 | 1.0 | -7 | -1 | -5 | -10 | 8 | 0
13 | CCOC(=O)[C@@H]1[C@H]2COc3ccc(Br)cc3[C@H]2N2C(=O)N(c3ccc(C)cc3)C(=O)[C@@]12C | 2 | -0.7 | 10 | -6 | -8 | 5 | -2 | 0
14 | COc1ccc(-c2noc(C)c2-c2ccc3ccccc3n2)c(O)c1 | -8 | 5.1 | 16 | -19 | -1 | 1 | -6 | 18
15 | c1ccc(CC2CCN(C(c3cccs3)c3nnnn3C3CCCC3)CC2)cc1 (centres undefined) | 1 | 1.8 | 17 | 1 | -2 | 11 | 14 | 19
16 | Cc1ccc(-n2c(-c3cccnc3)n[nH]c2=S)c(C)c1 | 0 | -1.9 | -3 | -6 | 25 | -25 | -5 | 17
17 | COC(=O)CN1C(=O)c2cccc3cccc1c23 | 0 | 0.2 | 7 | -2 | 1 | -8 | -10 | 11
18 | Cc1ccc2c(CN3CCOCC3)cc(=O)oc2c1C | -1 | 0.6 | -15 | 0 | -6 | 32 | -9 | -1
19 | COC(=O)c1sccc1NC(=O)c1ccncc1 | -1 | -0.5 | 0 | -3 | -2 | 5 | -3 | -9
20 | Cc1csc(NC(=O)c2cc(-c3ccccc3)nc3ccccc23)n1 | -5 | 20 | -30 | 2 | -3 | 9 | -8 | 13
21 | COc1ccc2cc(C(c3nnnn3Cc3ccc(F)cc3)N3CCCCCC3)c(=O)[nH]c2c1 (centres undefined) | 0 | -2.3 | -1 | 1 | -9 | 0 | -5 | 5
22 | C/C(=N\NC(=O)c1c(C)nc2ccccn12)c1ccccc1F | -2 | 0.6 | 3 | -3 | -6 | 17 | -7 | 20
23 | COc1cc(CNn2c(C)n[nH]c2=S)cc(Br)c1OCc1ccc(F)cc1 | -9 | -1.4 | -3 | -3 | -14 | 8 | 16 | 16
24 | O=C(c1ccccc1)c1ccc(OC(=O)C2CCCCC2)cc1 | 2 | 0.1 | -1 | -5 | 1 | -3 | 5 | 3
25 | Nc1ncnc2c1ncn2[C@@H]1O[C@H](CNS(=O)(=O)c2ccc3c(c2)CCN(C(=O)C(F)(F)F)C3)[C@@H](O)[C@H]1O | 3 | 1.6 | -1 | 2 | 3 | -5 | -5 | 22
26 | COCCNC(=O)C(c1ccc(F)cc1)N(Cc1cccs1)C(=O)CCC(=O)Nc1ccccn1 (centres undefined) | 0 | 0.0 | 3 | -5 | -7 | 0 | 1 | 6
27 | O=C(NN1CCOCC1)c1cccc(COc2cccc(Br)c2)c1 | -2 | -0.7 | -1 | -2 | -8 | -40 | 2 | 18
28 | CCCCN(CC)CCCNC(=O)c1ccc(CS(=O)(=O)c2ccccc2C)o1 | 0 | -1.5 | 12 | -5 | -8 | 4 | -5 | 9
29 | Cn1ncc2c(N3CCN(c4ccc(Cl)c(Cl)c4)CC3)ncnc21 | 1 | 88* | 15 | 1 | -1 | -172 | -1 | -10
30 | CCOC(=O)C1=C(C)NC(C)=C(C(=O)OCC)C1C(=O)OCC(=O)N(C)Cc1ccccc1 | 3 | 0.0 | -9 | -2 | -2 | 7 | 2 | 8
31 | [O-]/C(=C(\C(=S)NCc1ccco1)[n+]1ccccc1)c1ccccc1Br | 0 | -0.2 | 5 | -4 | -8 | 18 | 10 | 5
32 | O=C(COC(=O)CCC1CCCC1)Nc1ccccc1Sc1ccccc1 | 3 | 1.2 | -10 | -1 | -1 | -3 | 1 | 18
33 | CC(C)N1CCN(c2ccc(OC[C@H]3CO[C@](Cn4cncn4)(c4ccc(Cl)cc4Cl)O3)cc2)CC1 | -2 | 4.6 | -4 | 0 | -2 | 7 | 1 | 11
34 | CCCC(NS(=O)(=O)c1ccc(OC)cc1)C(=O)O (centres undefined) | 1 | 3.6 | -8 | 0 | -5 | 2 | -7 | -2
35 | COc1ccc(N(C)S(=O)(=O)c2cccc(C(=O)NC3CCCCC3C)c2)cc1 (centres undefined) | -2 | -0.3 | 32 | -1 | -13 | 11 | 3 | 18
36 | Cc1cc(OC(C)C(=O)NCCCN2CCCC2=O)c2c(C)c(C)c(=O)oc2c1 (centres undefined) | 1 | -2.3 | -1 | -1 | -1 | 18 | -2 | 2
37 | NC(=O)c1oc2ccccc2c1NC(=O)c1ccc(F)cc1 | -15 | -1.9 | -2 | -4 | -7 | 4 | -8 | -8
38 | Cc1nn(Cc2c(Cl)cccc2Cl)c(C)c1NC(=O)c1cnn2c(C(F)F)cc(-c3ccccc3)nc12 | -3 | -1.2 | 15 | -11 | -10 | 14 | 12 | 12
39 | Cc1nn(-c2ccccc2)c(C)c1NC(=O)COC(=O)c1ccc(S(=O)(=O)C(F)F)cc1 | -1 | 0.0 | -3 | -3 | -3 | -5 | 3 | 8
40 | CCOC(=O)c1cn(C2CC2)c2c(F)c(NCCCN(C)C)c(F)cc2c1=O | 0 | 1.2 | -14 | -1 | 2 | 6 | -2 | 10
41 | CC1=C(C(=O)N2CCCCC2)C2(CCC(C)CC2)OC1=O (centres undefined) | -1 | -1.4 | -4 | -4 | -8 | 7 | 1 | 7
42 | CCOc1ccc(-c2nn[nH]n2)cc1OCC | -1 | 0.4 | -12 | 2 | -2 | 1 | 1 | -3
43 | O=S(=O)(NCC1CCCO1)c1ccc(S(=O)(=O)N(Cc2ccc(F)cc2)Cc2ccco2)cc1 (centres undefined) | -1 | 9.4 | 3 | -2 | -10 | -4 | 0 | 2
44 | O=C(Nc1ccccc1C(=O)N1CCOCC1)c1ccco1 | 0 | -2.2 | -4 | -1 | -5 | 3 | -8 | 1
45 | CCOC(=O)c1c(NC(=O)CN2C(=O)c3ccccc3C2=O)sc(Cc2ccc3c(c2)OCO3)c1C | -3 | 2.7 | 65* | 1 | 0 | 6 | 6 | 9
46 | Cc1ccc(C)c(OCC(=O)Nc2cc(C(=O)O)cc(C(=O)O)c2)c1 | 1 | -3.4 | -7 | 0 | -8 | -7 | 2 | -7
47 | Cc1oc(C(=O)O)cc1COc1ccc2c(C)cc(=O)oc2c1 | 2 | 0.4 | 6 | 5 | -1 | 2 | -3 | -4
48 | Cc1cccc(C)c1N1C(=O)[C@@H]2C(c3ccccc3Cl)=NO[C@@H]2C1=O | -4 | 3.8 | 7 | -2 | -5 | -2 | 6 | -7
49 | Cc1ccc(S(=O)(=O)N2CCC[C@H]2C(=O)OCC(=O)Nc2ccc3c(c2)OCO3)cc1 | 1 | 0.5 | -4 | 2 | -2 | 1 | -18 | -3
50 | O=[N+]([O-])c1cccnc1N1CCOCC1 | 1 | -0.3 | -1 | -2 | -3 | -5 | -2 | -5
51 | O=C(NN=Cc1ccc([N+](=O)[O-])cc1)c1ccncc1 | -2 | 0.3 | -5 | / | / | -3 | -1 | -5
52 | CC(C)NC(=O)NC(=O)COc1ncnc2sccc12 | 1 | -1.0 | 9 | -4 | -2 | 2 | -4 | 5
53 | COc1ccc(C2=NN(C(=O)c3ccccc3)C(c3ccc(OC)c(OC)c3)C2)cc1OC (centres undefined) | 0 | -0.5 | 9 | -4 | -12 | 3 | 10 | 13
54 | O=C(N/N=C/c1cc(Cl)ccc1O)c1ccc(Br)cc1 | 8 | 92* | 48* | / | / | 76* | 2 | 12
55 | O=P(c1cccs1)(c1cccs1)c1cccs1 | -3 | -0.6 | -3 | -1 | -2 | 4 | 0 | -6
56 | COC(=O)CSc1nnc(CNC(=O)c2ccc(OC)cc2OC)n1C | 1 | -2.6 | 4 | 2 | -1 | 0 | -6 | -16
57 | Cc1c(-c2ccn[nH]2)cc(NC(=O)c2ccc(Cl)cc2)c(=O)n1N | -4 | -0.8 | -7 | 3 | -1 | 1 | 5 | 5
58 | CCc1ccc(NC(=O)CS(=O)CC(=O)NCCCc2ccccc2)cc1 (centres undefined) | 0 | 1.4 | -3 | 8 | -5 | -6 | -1 | -6
59 | O=C(c1cc(C2CC2)nn1-c1ccccc1)N1CCN(c2ccccn2)CC1 | -1 | -1.1 | -1 | -7 | 0 | -4 | -1 | 14

Another view of part of the listing above.
50	O=[N+]([O-])c1cccnc1N1CCOCC1
51	O=C(NN=Cc1ccc([N+](=O)[O-])cc1)c1ccncc1
52	CC(C)NC(=O)NC(=O)COc1ncnc2sccc12
53	COc1ccc(C2=NN(C(=O)c3ccccc3)C(c3ccc(OC)c(OC)c3)C2)cc1OC (centres undefined)
54	O=C(N/N=C/c1cc(Cl)ccc1O)c1ccc(Br)cc1
55	O=P(c1cccs1)(c1cccs1)c1cccs1
56	COC(=O)CSc1nnc(CNC(=O)c2ccc(OC)cc2OC)n1C
57	Cc1c(-c2ccn[nH]2)cc(NC(=O)c2ccc(Cl)cc2)c(=O)n1N
58	CCc1ccc(NC(=O)CS(=O)CC(=O)NCCCc2ccccc2)cc1 (centres undefined)
59	O=C(c1cc(C2CC2)nn1-c1ccccc1)N1CCN(c2ccccn2)CC1
compound no. | 50 | 51 | 52 | 53 | 54 | 55 | 56 | 57 | 58 | 59
NR3A LBD binder | 1 | -2 | 1 | 0 | 8 | -3 | 1 | -4 | 0 | -1
MPTP inh | -0.3 | 0.3 | -1.0 | -0.5 | 92* | -0.6 | -2.6 | -0.8 | 1.4 | -1.1
EBI2 block | -1 | -5 | 9 | 9 | 48* | -3 | 4 | -7 | -3 | -1
A3A deaminase | -2 | / | -4 | -4 | / | -1 | 2 | 3 | 8 | -7
A3G deaminase | -3 | / | -2 | -12 | / | -2 | -1 | -1 | -5 | 0
Gli-Sufu antag | -5 | -3 | 2 | 3 | 76* | 4 | 0 | 1 | -6 | -4
CXCR6 block | -2 | -1 | -4 | 10 | 2 | 0 | -6 | 5 | -1 | -1
CCR6 antagonist | -5 | -5 | 5 | 13 | 12 | -6 | -16 | 5 | -6 | 14
